Bioassay records from PubChem.
PGC1a acetyl inh: inhibitors of PGC1a acetylation signal, primary screen, cell-based, U2OS, AlphaScreen, inhibitor mode. AlphaScreen anti-acetyl-lysine; with virally co-expressed GCN5 acetyltransferase. inhibition, % at 15.6 µM. 350,000 tested, 0.17% active;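 active = every replicate shows inhibition of at least 40%; inconclusive = mean inhibition at least 40% but some replicate below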;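 also: 0% = neutral control wells and 100% = positive control wells; some results beyond the cut were filed as inactive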
Numbers without * were called inactive; ? = inconclusive. Only part of the results is shown (hit frequency here may not be typical).

| Molecule | PGC1a acetyl inh |
| --- | --- |
| O=C(Nc1nnc(-c2ccc(Cl)cc2)o1)Nc1ccccc1Cl | 5 |
| O=C(CCNS(=O)(=O)c1cccc2nsnc12)N1CCN(c2ccccn2)CC1 | -8 |
| COc1ccc(NC(=O)CSc2nnc(C)n2Cc2ccccc2)cc1 | 9 |
| Cn1nc(C(F)(F)F)c2cc(C(=O)Nc3ccc(F)cc3F)sc21 | -3 |
| CN(C)c1nc(C#N)nc(N2CCOCC2)n1 | 10 |
| O=C1CCCCCN1CSc1nc2ccccc2s1 | -13 |
| CCOc1ccc(C(=O)Nc2ccc(NC(=O)c3ccco3)c(Cl)c2)cc1Cl | 4 |
| O=C(NCCN1CCOCC1)NC1(C(F)(F)F)Oc2ccccc2O1 | -4 |
| O=S(=O)(c1ccccc1)N1CCN(S(=O)(=O)c2ccccc2)C1 | 1 |
| Cc1cc(NC(=O)COC(=O)C2CCN(S(=O)(=O)c3cccc(Cl)c3Cl)CC2)no1 | 0 |
| O=C(Nc1ncc(Cc2cc(Cl)ccc2Cl)s1)c1ccc([N+](=O)[O-])cc1 | 7 |
| CO/N=C(/CNC(=O)c1ccc(F)cc1)c1ccc(Cl)cc1 | -18 |
| CCCCN(CCCC)C(=O)/C=C/c1cccc([N+](=O)[O-])c1 | -7 |
| Cc1ccc2c(CC(=O)Nc3sccc3C(N)=O)coc2c1 | -11 |
| CCOC(=O)c1ccc(NCc2nc3ccccc3n2C)cc1 | -14 |
| Cc1ccc(C(=O)c2sc3nsc(C)c3c2N)cc1 | -9 |
| COc1cc(/C=C2\OC(=O)c3c(OC)cccc32)ccc1O | -32 |
| CCCS(=O)(=O)N1CCCC(C(=O)NCCN2CCCCC2C)C1 (centres undefined) | -5 |
| CC1(C)Cc2c(sc3c2c(=N)n(Cc2ccco2)c(=O)n3CC(=O)Nc2ccc(Cl)cc2)CO1 | 20 |
| O=C1c2cccnc2C(Nc2ccc(S(=O)(=O)N3CCCCC3)cc2)N1Cc1ccccc1 (centres undefined) | 4 |
| C=C(C)Cn1c(COc2ccccc2)nnc1SCC(=O)O | 4 |
| Cc1ccc(-n2c(C)cc(C(=O)CSc3nncs3)c2C)cc1 | 1 |
| Nc1ccc(N2CCCCC2)cc1N1CCCCC1 | -54 |
| CCOC(=O)Cc1nnc(Nc2cccc(O)c2)c2ccccc12 | -11 |
| COc1ccc(CCN2C(=O)C3C4CC(C5C(C(=O)N/N=C\c6ccc(Cl)cc6)=NOC45)C3C2=O)cc1OC (centres undefined) | -19 |
| CSc1cccc(NC(=O)Nc2ccc(Cl)cc2)c1 | 2 |
| CCCCC(c1nnnn1CC1CCCO1)N1CCN(c2cc(Cl)ccc2C)CC1 (centres undefined) | -11 |
| O=C(NCc1ccc(F)cc1)C1CCCN1C(=O)NCc1ccccc1 (centres undefined) | 8 |
| O=C(O)C1CC=CCC1C(=O)N1CCN(c2nc(-c3ccccc3)c3ccccc3n2)CC1 (centres undefined) | 7 |
| CCOc1ccc2oc(-c3ccccc3)c(C(=O)N3CCN(CCO)CC3)c2c1 | 4 |
| CS(=O)(=O)c1ccccc1-c1nc(-c2cccc(Cl)c2)no1 | -7 |
| N#CCN1CCN(CC(=O)Nc2cccc3ccccc23)CC1 | 13 |
| CN(CC(=O)N1CCN(c2ccc(F)cc2)CC1)S(=O)(=O)c1ccc(F)cc1 | 4 |
| COC(=O)CCC/C=C1/SCC(NC(=O)c2ccccc2)C1=O (centres undefined) | 8 |
| Cc1nn(CC(=O)N2CCOCC2)c(C)c1[N+](=O)[O-] | 7 |
| Cc1cc(C)c2c(n1)nn1c(C3CC3)cc(C(F)(F)F)nc21 | -3 |
| COC(=O)c1ccc(NC(=O)Cn2nc(SC)n(N)c2=S)cc1 | 5 |
| Cc1cccc2sc(NC(=O)CN(C)S(=O)(=O)c3cccs3)nc12 | -1 |
| O=S(=O)(NC1CC1)c1ccc(S(=O)(=O)N2CCCC(c3nc(-c4cccnc4)no3)C2)cc1 (centres undefined) | 37 |
| COc1ccc(Br)cc1/C=C/C(=O)Nc1c(C)cccc1C | -10 |
| ON1C2CCCCC2N(O)C1c1ccccc1C(F)(F)F (centres undefined) | 9 |
| CCN(C(=O)CN1CCN(c2ccccc2O)CC1)c1c(N)n(Cc2ccccc2)c(=O)[nH]c1=O | 50* |
| O=C(NNC(=O)c1cc(-c2ccc(Cl)c(Cl)c2)nc2ccccc12)Nc1ccccc1 | -23 |
| CCOC(=O)c1nnn(-c2nonc2N)c1-c1ccc(OC)cc1 | 14 |
| C=CCn1c(-c2csc(-c3ccc(Cl)cc3)n2)n[nH]c1=S | -6 |
| CC(=O)Nc1ccc(N2CCCC2)cc1 | 7 |
| CC(=O)C1=C(O)C(=O)N(c2nccs2)C1c1ccccc1 (centres undefined) | 13 |
| CCOC(=O)c1[nH]c2ccccc2c1N=CN(C)C | 0 |
| COc1ccc(S(=O)(=O)N(CCCN2CCCC2=O)Cc2cc3c(C)ccc(C)c3[nH]c2=O)cc1 | -10 |
| O=C(NNC(=S)Nc1ccccc1)c1ccncc1 | 2 |

New compounds follow:
| Molecule | PGC1a acetyl inh |
| --- | --- |
| CC(C)(C)NC(=O)Cn1ccc(=N)c2ccccc21 | -3 |
| CCOC(=O)c1ccc(NC(=O)c2ccc(C)c(S(=O)(=O)N3CCOCC3)c2)cc1 | 5 |
| O=c1c2ccccc2c(-c2ccc(Br)cc2)nn1Cc1ccccc1 | 4 |
| O=S(=O)(c1cccs1)N1CN(Cc2ccccc2)c2nc3ccccc3nc21 | 0 |
| Cn1c(CCCOc2ccc(Cl)cc2Cl)nnc1SCC(=O)Nc1nccs1 | 0 |
| O=c1cc(-c2ccc(F)cc2)oc2ccccc12 | 9 |
| CCOc1cc(NC(=O)c2cccs2)c(OCC)cc1NC(=O)c1ccco1 | 0 |
| Cc1oc2ccc(O)c(CN3CCOCC3)c2c1C(C)O (centres undefined) | 3 |
| CC(C)N1C(=O)CC2(CC[N+](C)(CCOC(=O)C(c3ccccc3)c3ccccc3)CC2)C1=O (centres undefined) | 8 |
| CCN1CCN(C(=S)c2ccc(Cl)cc2)CC1 | -5 |
| CCCCNC(=O)Nc1nnc(-c2ccc(Cl)cc2)o1 | 7 |
| O=C(CCN1CCc2ccccc2C(c2ccccc2)C1)c1ccc2c(c1)OCCO2 (centres undefined) | -69 |
| O=C(CSc1n[nH]c(-c2ccccc2O)n1)N1CCCc2ccccc21 | 6 |
| CCCCn1c(N)c(N(CCC(C)C)C(=O)COC(=O)c2ccco2)c(=O)[nH]c1=O | -4 |
| Cc1nn(-c2c(Cl)cc(Cl)cc2Cl)c(=O)c2ccccc12 | -3 |
| C/C(CC(=O)Nc1ccccc1-c1ccccc1)=N\NC(=O)COc1ccc(C)cc1Br | 1 |
| COc1ccc(Oc2c(C=O)c3ccccc3n2C)cc1 | 4 |
| COc1ccccc1NC(=O)CC1COc2ccccc2O1 (centres undefined) | 1 |
| COc1ccccc1CN1C(=O)c2ccccc2[C@](Cc2ccccc2I)(C(=O)NCc2ccccc2)[C@@H]1c1ccc(CO)cc1 | 7 |
| CNC(=O)c1ccccc1NC(=O)c1cccc(S(=O)(=O)N2CCC(C)CC2)c1 | -13 |

In a second layout: entries from further up.
O=C(O)C1CC=CCC1C(=O)N1CCN(c2nc(-c3ccccc3)c3ccccc3n2)CC1 (centres undefined)
  PGC1a acetyl inh = 7
CCOc1ccc2oc(-c3ccccc3)c(C(=O)N3CCN(CCO)CC3)c2c1
  PGC1a acetyl inh = 4
CS(=O)(=O)c1ccccc1-c1nc(-c2cccc(Cl)c2)no1
  PGC1a acetyl inh = -7
N#CCN1CCN(CC(=O)Nc2cccc3ccccc23)CC1
  PGC1a acetyl inh = 13

More compounds follow:
| Molecule | PGC1a acetyl inh |
| --- | --- |
| CC(C)Cn1c(=O)c2c(c3ccccc31)OC(C)C(=O)N2 (centres undefined) | 33 |
| CCn1c(SCCC(=O)Nc2ccccc2)nnc1-c1ccc(OC)cc1 | 2 |
| Cc1cc(O)c(/C=N/Nc2cccc(Cl)c2)c(=O)o1 | 14 |
| Cc1ccc(C2NC(=O)c3ccccc3N2)s1 (centres undefined) | -4 |
| COC(=O)CN(c1nc(C)cc(OC)n1)S(=O)(=O)c1ccccc1 | -31 |
| COc1ccccc1NC(=O)Cn1cncc1-c1ccc([N+](=O)[O-])cc1 | 18 |
| O=S(=O)(Cc1ccc(Cl)cc1)c1ccccc1-c1nnc(-c2ccc(Cl)cc2)o1 | 0 |
| Cc1cc(N2CCCCC2)n2ncc(-c3ccccc3)c2n1 | -3 |
| CN1CCCCc2c1[nH]c1ccccc1c2=O | 5 |
| CCOc1ccccc1N1CCN(C(=O)C2c3ccccc3Oc3ccccc32)CC1 | -6 |

The list continues.
SMILES,PGC1a acetyl inh
COc1ccc(CC(=O)Nc2nc3ccc(F)cc3s2)cc1S(=O)(=O)N1CCOCC1,-24
COc1cc2c(C(=O)O)c(C)n(CC(C)C)c2c2ccccc12,10
O=C(CCc1ccc(S(=O)(=O)N2CCOCC2)cc1)Nc1nccs1,-14
Cc1c(Nc2scc(-c3ccccc3)[n+]2-c2ccccc2)c(=O)n(-c2ccccc2)n1C,3
O=C1C2C3CCC(C3NCc3ccccc3)C2C(=O)N1Cc1ccccc1 (centres undefined),4
CCC(CC)c1nnc(NC(=O)c2c(C)nn(Cc3ccccc3Cl)c2C)s1,-8
Nc1cc(-c2ccccc2)nn1Cc1ccc(Cl)cc1,29
COc1ccc(-n2nc3ccc(NS(C)(=O)=O)cc3n2)cc1Cl,-21
COc1cccc(Nc2ncccc2C(=O)NCc2ccccc2)c1,-4
c1ccc(C(c2ccccc2)N2CCN(C(c3ccccn3)c3nnnn3C3CCCC3)CC2)cc1 (centres undefined),-8
c1ccc(OCCSc2nc3ccccc3[nH]2)cc1,-10
Cc1ccc(C(=O)N/C(=C/c2ccc(-c3cccc([N+](=O)[O-])c3)o2)C(=O)NC(C)C)cc1,-10
CCCCCCC1CC(CSC(=N)N)OC1=O (centres undefined),-53
O=Cc1cc2ccccc2nc1SCc1ccc(Cl)c(Cl)c1,6
COc1ccccc1NC(=O)c1ccc(-c2ccc(Br)cc2)o1,-5
CCS(=O)(=O)NCC(c1cccnc1)N1CCN(c2ccc(F)cc2)CC1 (centres undefined),1
CO/N=C/NC(=O)C1=NOC(CNc2ncc(C(F)(F)F)cc2Cl)C1 (centres undefined),2
O=C(Nc1nc(-c2cccc([N+](=O)[O-])c2)cs1)C(c1ccccc1)c1ccccc1,-40
O=C(O)c1c[nH]c2cc(C(F)(F)F)ccc2c1=O,2
CCn1c(COc2cc(C)cc(C)c2)nnc1SCC(=O)N1CCN(c2ccccc2)CC1,-2
CCOC(=O)C1=C(C)NC(C)=C(C(=O)OCC)C1c1cn(-c2ccccc2)nc1-c1ccco1,-6
COc1cc(C)ccc1OCCOCCOc1ccccc1Br,8
O=C(CN1CCN(S(=O)(=O)c2cc(Cl)ccc2Cl)CC1)Nc1ccc2c(c1)OCCO2,-5
Cc1cc(C)nc(Nc2ccc(N3CCOCC3)cc2)n1,-13
CC1C(=O)CCN(C(C)C)C1C (centres undefined),18
CCN(CC)C(=O)N1c2ccccc2C=Cc2ccccc21,-2
Cc1cc(NC(=O)c2cccc3ccccc23)cc(C)c1OCC(=O)N1CCOCC1,-3
O=C1CC(C(=O)Nc2ccccc2)C2(CCCCC2)O1 (centres undefined),-6
CCOC(=O)c1nn(-c2ccc3c(c2)OCO3)cc1O,3
Cn1cnnc1SCC(=O)N1N=C2/C(=C/c3ccco3)CCCC2C1c1ccco1 (centres undefined),1
CCC(C)c1ccc(NC(=O)CSc2nncn2N)cc1 (centres undefined),-4
CCc1nc2ccccc2c(C(=O)OCCN2C(=O)c3ccccc3C2=O)c1C,-2
O=C1C2C3C=CC(C3)C2C(=O)N1CNc1ccccc1 (centres undefined),6
Cc1cc(C)cc(Oc2nc(C(F)(F)F)nc3ccccc23)c1,13
CCN(CC(=O)NC(c1ccccc1)c1ccccc1)Cc1nc2ccccc2c(=O)[nH]1,-13
Cc1cc(C)c2c(N)c(C(=O)NC3CC3)sc2n1,1
CCCn1c(CCC(=O)Nc2ccccc2Cc2ccccc2)nc2cc(S(=O)(=O)N3CCOCC3)ccc21,13
CC(=O)Nc1ccc(/C=C2/Sc3ccccc3C2=O)cc1,4
CC(C)(C)C(=O)CN1CCN(S(=O)(=O)c2ccc(F)cc2)CC1,-10
O=C(Cn1cnc2ccccc2c1=O)NCC1COc2ccccc2O1 (centres undefined),5
CCOC(=O)c1cc(-c2ccc(C)cc2)n(CCC(=O)NCCCOC)c1C,2
COc1ccc(Cn2cnc3sccc3c2=O)cc1,-1
CC1(C)Cc2c(sc3c2C2=NCCN2C=N3)CS1,11
CC(=O)N1CSCC1C(=O)O (centres undefined),1
Cc1nc2cc(NCc3nc4ccccc4n3Cc3ccccc3)ccc2n1C,10
O=C(/C(=C/O)N=Nc1ccccc1)c1ccncc1,8
Cc1ccccc1-n1c(C)cc(/C=N/Nc2ccc([N+](=O)[O-])cn2)c1C,-9
CC(=O)NCc1cc(-c2nn(C)c(=O)c3ccccc23)ccc1C,-6
CSc1nsc(SC)c1NC(=O)OCc1ccccc1,-6
Cn1ncc2c1ncn1nc(COc3ccc4ccccc4c3)nc21,4
CCc1nc(SCC(=O)Nc2nccs2)c2oc3ccccc3c2n1,-2
O=C(Nc1cc(C(=O)N2CCCC2)ccc1N1CCCC1)c1ccccc1F,-16
COc1ccccc1CNc1nc(-c2cc(C)n(C)c2C)cs1,-12
COc1cccc(CNc2ncc(Br)cc2Br)c1O,11
CC1CCN(C(=O)C(C)Sc2nc(-c3ccccc3)cc(C(F)(F)F)n2)CC1 (centres undefined),9
O=C(NNC(=O)c1ccc(O)cc1O)c1ccc(Cl)cc1,5
O=S(=O)(/C(=C\c1ccc(C(F)(F)F)cc1)c1nc2ccccc2[nH]1)c1ccccc1,?

Four of the compounds above, with each value named.
COc1ccccc1CNc1nc(-c2cc(C)n(C)c2C)cs1
- PGC1a acetyl inh: -12
COc1cccc(CNc2ncc(Br)cc2Br)c1O
- PGC1a acetyl inh: 11
CC1CCN(C(=O)C(C)Sc2nc(-c3ccccc3)cc(C(F)(F)F)n2)CC1 (centres undefined)
- PGC1a acetyl inh: 9
O=C(NNC(=O)c1ccc(O)cc1O)c1ccc(Cl)cc1
- PGC1a acetyl inh: 5
